# SENP6 block: blocks the human protease SENP6; Q9GZR1; Recombinant SENP6 catalytic domain, aminoluciferin luminescence; inhibition, % at 10 µM; 330,000 compounds, 1.8% hits; AID 2599;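 active = inhibition above about 50% at the single tested dose, limit read from the data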;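 note: plate controls were DMSO wells with enzyme for no effect and DMSO wells lacking enzyme for full effect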
# Apaf1 inhib: human Apaf-1 inhibition | O14727 | reconstituted apoptosome caspase-3 activity, DEVD-Rh110 fluorescence | inhibition, % at 20 µM | 330,000 compounds, 0.71% hits; active = inhibition of at least 40% at 20 µM;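 note: plate controls were DMSO wells for no effect and DEVD-CHO caspase inhibitor wells for full effect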
# Target sequence (O14727 whole entry, looked up): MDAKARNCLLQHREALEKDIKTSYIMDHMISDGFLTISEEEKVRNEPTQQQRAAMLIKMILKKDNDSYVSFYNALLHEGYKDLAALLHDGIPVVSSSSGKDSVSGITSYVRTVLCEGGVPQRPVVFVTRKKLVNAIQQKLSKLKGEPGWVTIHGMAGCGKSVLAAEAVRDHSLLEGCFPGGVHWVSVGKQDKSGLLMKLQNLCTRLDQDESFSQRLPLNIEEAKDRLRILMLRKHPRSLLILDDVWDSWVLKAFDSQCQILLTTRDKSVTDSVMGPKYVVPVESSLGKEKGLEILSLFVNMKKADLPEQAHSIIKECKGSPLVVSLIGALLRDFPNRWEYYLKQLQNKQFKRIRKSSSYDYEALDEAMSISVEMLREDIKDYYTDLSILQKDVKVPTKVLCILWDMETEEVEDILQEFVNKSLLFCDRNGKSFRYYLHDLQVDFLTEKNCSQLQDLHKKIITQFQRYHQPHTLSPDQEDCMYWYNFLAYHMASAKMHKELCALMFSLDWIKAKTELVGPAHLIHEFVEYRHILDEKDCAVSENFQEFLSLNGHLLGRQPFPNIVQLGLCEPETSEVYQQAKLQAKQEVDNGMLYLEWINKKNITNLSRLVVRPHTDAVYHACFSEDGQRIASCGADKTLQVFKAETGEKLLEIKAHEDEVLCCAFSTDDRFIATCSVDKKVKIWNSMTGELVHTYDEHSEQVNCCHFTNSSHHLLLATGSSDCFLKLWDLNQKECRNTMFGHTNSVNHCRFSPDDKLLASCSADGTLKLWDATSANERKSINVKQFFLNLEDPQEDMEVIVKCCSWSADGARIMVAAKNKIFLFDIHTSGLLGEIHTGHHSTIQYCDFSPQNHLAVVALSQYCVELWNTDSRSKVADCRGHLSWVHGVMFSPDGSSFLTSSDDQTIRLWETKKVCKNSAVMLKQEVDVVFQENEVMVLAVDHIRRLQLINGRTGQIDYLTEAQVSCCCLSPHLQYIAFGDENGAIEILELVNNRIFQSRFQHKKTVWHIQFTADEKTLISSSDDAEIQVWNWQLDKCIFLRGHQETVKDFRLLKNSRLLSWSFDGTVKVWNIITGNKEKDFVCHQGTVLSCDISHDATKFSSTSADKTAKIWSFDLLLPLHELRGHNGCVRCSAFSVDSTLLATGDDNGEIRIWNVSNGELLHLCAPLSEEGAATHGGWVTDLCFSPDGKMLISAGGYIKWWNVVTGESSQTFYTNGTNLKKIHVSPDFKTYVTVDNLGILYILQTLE
#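 System: Apoptosome proteins | Medium: Hepes pH 7.5 with detergent and BSA | Also added: Cytochrome c trigger plus (Z-DEVD)2-Rh110 caspase-3 substrate | Incubation: 30 min compound preincubation, 50 min activation, room temperature | Detection: Rhodamine 110 fluorescence at Ex 480/Em 540 nm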
# SENP8 block-1: inhibitors of human SENP8 protease; recombinant SENP8, Nedd8 substrate fluorescence; inhibition, % at 20 µM; 360,000 compounds, 0.64% hits; AID 602440; in the data active = inhibition mostly above about 40%, no sharp cut-off; inactive = mostly below about 27%
# SENP8 block-2: blocks the human protease SENP8 | Q96LD8 | purified SENP8, Z-RLRGG-aminoluciferin cleavage, luminescence | inhibition, % at 10 µM | 330,000 compounds, 1.2% hits | AID 2540; in the data active = inhibition above about 50%
# SENP7 inh: blocks the human protease SENP7 | Q9BQF6 | recombinant SENP7, Z-RLRGG-aminoluciferin luminescence, 40 min | inhibition, % at 5 µM | 330,000 compounds, 1.5% hits | AID 434973;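 active = inhibition above about 50% at the single test dose, limit read from the data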;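 note: plate controls were DMSO with enzyme for no effect and no enzyme buffer wells for full effect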
# SENP1 inh: SENP1 (human) catalytic domain inhibition; inhibition, % at 10 µM; recombinant SENP1 catalytic domain, CyPet-SUMO1-YPet FRET cleavage; 360,000 compounds, 0.21% hits;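 active = inhibition at least 30% at 10 µM, raw YFP signal under a set limit, fluorescence ratio 0.5 to 1.5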;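 note: 0% = enzyme with DMSO and 100% = no enzyme wells; some results filed as inactive read as strong as hits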
#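 Controls: no-enzyme wells low, DMSO-plus-enzyme wells high control. Test system: human recombinant His6-tagged SENP1 catalytic domain enzyme. Reagent: SFCypet-SUMO1-SFYpet FRET protein substrate, 25 nM final. Doses: one dose per compound, 10 µM, 0.5% DMSO. Detection: FRET, CFP and YFP emission. Timing: 50 min reaction at room temperature.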
# PfGluPho inh: PfG6PD (Plasmodium falciparum) enzyme inhibition; PfGluPho enzyme, NADPH resazurin-diaphorase fluorescence; inhibition, % at 20 µM; 350,000 compounds, 0.78% hits;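 active = inhibition reaching at least a set limit at 20 µM in the primary screen, cut at about 59% in these data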;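 note: 0% = DMSO wells with substrate and 100% = DMSO wells lacking glucose-6-phosphate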
# HKDC1 inhibitor: HKDC1 (human) hexokinase inhibition. inhibition, % at 20 µM. recombinant HKDC1, G6PDH/diaphorase resazurin coupled fluorescence. 340,000 compounds, 0.16% hits;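 active = inhibition above about 35% when tested at 20 µM, limit read from the data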;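 note: plate controls were DMSO wells with enzyme for no effect and DMSO wells lacking enzyme for full effect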
#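 Material – in-house recombinant HK5 (HKDC1) enzyme · Quantity – HKDC1 at 5 µg/mL · Buffer or medium – pH 8.0 Tris buffer with 10 mM MgCl2 · Reagent – glucose with 1 mM ATP · Dosing – single 20 µM dose · Times – reaction time 90 min, room temperature, protected from light · Technique – resorufin fluorescence at 613 nm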
# Numbers without * were called inactive; i = inactive; · = no result given.
SMILES,SENP6 block,Apaf1 inhib,SENP8 block-1,SENP8 block-2,SENP7 inh,SENP1 inh,PfGluPho inh,HKDC1 inhibitor
O=C1N=c2ccccc2=C1c1sc(Nc2cccc(O)c2)nc1O,-9,-5,11,1,9,-2,0,4
Cc1ccc(CNC(=O)Cn2c([N+](=O)[O-])cnc2C)cc1,-7,-5,13,-11,13,1,7,13
CCc1cc2c(=O)n(CC(=O)NC3CCCCC3)cnc2s1,4,0,9,-9,-9,-3,0,-2
O=[N+]([O-])c1cc(/C=N/n2c(-c3cccnc3)n[nH]c2=S)ccc1Cl,-13,19,25,-7,-1,2,25,0
Cc1cc2ccccn2c1C(C[N+](=O)[O-])c1ccc(N(C)C)cc1 (stereo not drawn),3,-4,-46,-6,9,-12,34,-8
Cc1ccc(Nc2nc3ccccc3nc2-n2nc(C)cc2C)cc1,-7,-1,-168,13,-1,-42,17,-1
O=C(NN=Cc1ccccc1Cl)c1ccc(-n2cnnn2)cc1,-15,1,7,3,9,2,2,-6
CC1CCCC(NC(=O)CCCn2c(=S)[nH]c3ccccc3c2=O)C1C (stereo not drawn),-19,18,4,0,-4,-1,-2,-2
Cc1ccc(NC(=O)CNC(=O)N2CC(=O)Nc3ccccc32)cc1F,-4,1,4,-4,-6,1,-3,-6
CCOC(=O)C1CCN(C(=O)CN2C(=O)CSc3ccc(S(=O)(=O)N4CCOCC4)cc32)CC1,-6,-4,4,10,-10,0,2,-2
Cc1ccccc1OCC(=O)Nc1ccc2c(c1)C(=O)c1ccccc1C2=O,-5,-3,18,-3,1,12,-7,-7
O=C(COc1ccc2c3c(c(=O)oc2c1)CCC3)N1CCN(c2ccccc2)CC1,13,12,-27,7,-4,1,15,1
CCCN1/C(=C(\C#N)C2=NS(=O)(=O)c3ccccc32)N(C)c2ccccc21,·,·,10,·,·,0,4,-3
CC(CC(=O)N1CCc2ccccc21)n1cccn1 (stereo not drawn),12,5,0,-2,13,-1,3,-2
CCN(CC)S(=O)(=O)c1ccc(Cl)c(C(=O)NC(C)C(c2cccs2)N2CCCC2)c1 (stereo not drawn),18,-15,15,2,2,1,1,-4
COc1ccc(Cc2nnc(NC(=O)Nc3cccc(OC)c3)s2)cc1,7,3,8,-2,-1,2,-6,-6
O=C(O)CC(CNC(=O)C1CCCN1C(=O)OCc1ccccc1)c1ccccc1 (stereo not drawn),11,-7,12,8,-4,1,7,-2
COc1cc2ccccc2cc1C(=O)OCC(=O)c1c(N)n(C)c(=O)n(C)c1=O,-6,3,i,-8,2,0,17,2
COc1cc2c(cc1OC)C(C)N(C(C)=O)CC2 (stereo not drawn),-7,-7,6,3,1,0,0,7
CC1(C)CC(=O)/C(=C\c2cccc([N+](=O)[O-])c2)C(C)(C)N1,-10,8,14,-2,8,1,-27,12
Cc1ccc(C)c(Cn2c3ccccc3c3cnn(CC(=O)NCCCN4CCCCC4)c(=O)c32)c1,-8,18,-19,-15,12,-7,22,-3
CCNC(=O)OCCC12CC3CC(CC(C3)C1)C2,·,·,26,·,·,-1,-1,-7
O=C(O)c1cnn2c1NC(c1ccc(F)cc1)CC2C(F)(F)F (stereo not drawn),-18,4,17,-3,0,1,-18,-2
CCOC(=O)[C@@H](C)N(C(=O)OC(C)(C)C)S(=O)(=O)N(Cc1ccccc1)[C@H](C(=O)OC)C(C)C,·,·,14,·,·,-1,31,0
CCOC(=O)c1c(NC(=O)CCC(=O)N2CCOCC2)sc2c1CC(C)(C)OC2,-1,-1,-34,-7,1,0,-14,-4
COc1ccccc1OCCC(=O)OCC(=O)NCc1ccc(Cl)cc1,7,-5,22,10,-9,1,4,0
COc1nc(SCC(=O)Nc2ccccc2Cl)nc(N(C)C)n1,85*,-18,11,-3,2,0,-12,-5
COC(=O)c1ccccc1NC(=O)CSc1nccc(C)n1,-3,6,-5,2,-2,2,18,0
Cc1cccc(N(CC(=O)NC(C)C)C(=O)c2ccc(N3CCCC3)nc2)c1,15,-2,-1,3,6,2,3,-3
CS(=O)(=O)Oc1ccc(/C=C2\C(=N)N3N=C(CC(=O)N4CCOCC4)SC3=NC2=O)cc1Cl,5,2,-2,1,5,-24,10,-4
CC1CC(C)CN(S(=O)(=O)c2ccc(NC(=O)C3COc4ccccc4O3)cc2)C1 (stereo not drawn),-5,4,8,-6,1,-2,19,1
CSc1cccc(N2CC(C(=O)N(Cc3nnc(-c4ccccc4Cl)o3)C3CC3)CC2=O)c1 (stereo not drawn),1,16,2,-10,-6,-2,5,2
Cc1ccc(S(=O)(=O)Nc2cccc(C(=O)N3CCCC3)c2)cc1F,-6,5,1,-4,-1,2,-15,1
Cc1nc(N(C)Cc2ccccc2)c2c(C)c(C)sc2n1,-16,17,-5,2,-1,-4,23,0
Cc1nc([N+](=O)[O-])c(SCC(O)CCl)n1Cc1ccc(Cl)cc1 (stereo not drawn),-18,15,4,-5,-2,0,12,-10
COc1cc(-c2[nH]ncc2CN2CCSCC2)cc(OC)c1OC,-5,-26,16,2,-3,2,-6,-9
O=C(O)CCCC(=O)Nc1c(F)c(F)c(F)c(F)c1F,-4,-6,18,2,7,0,-14,-10
N#CCCCCn1c(-c2cncs2)nc2ccccc21,-4,2,21,-1,0,-2,5,-1
C/C(CC(=O)NCC(C)C)=N\NC(=O)COc1cc(C)c(Br)cc1Br,-12,-1,26,-2,1,-2,5,-10
COc1cc(CC(CC(=O)O)CC(C)OCc2ccccc2)cc(OC)c1 (stereo not drawn),-6,12,27,-15,-5,1,-5,-4
COc1ccc(-c2csc(NC(C)c3nc4cc(Cl)c(N5CCCCC5)cc4n3CCCO)n2)cc1 (stereo not drawn),-15,14,-1,-13,4,3,7,3
CCN(CC)S(=O)(=O)c1ccc(N(C)Cc2cccc(OC)c2OC)nc1,15,-1,-28,2,2,-7,6,-4
Cc1onc(-c2ccccc2)c1C(=O)NCCCc1ccccc1,3,11,14,-21,-5,2,-1,-2
CCOc1ccccc1N/C=C/C(=O)C(C)(C)C,-4,-2,-50,-3,-3,-1,0,-1
COc1ccc(C(=O)NC(=S)N(C)Cc2ccccc2)cc1Br,-7,9,7,-5,8,-1,-3,5
CSc1nnc2c(n1)OC(c1ccsc1)N(C(C)=O)c1ccccc1-2 (stereo not drawn),8,-9,-79,4,7,6,2,-11
CCC1=NN2C(=N)/C(=C/c3ccc(OS(=O)(=O)c4ccccc4)cc3)C(=O)N=C2S1,-5,9,-114,7,4,-58,-9,10
CCOc1ccc(CCNC(=O)COC(=O)c2cccnc2OCC)cc1OCC,-9,0,15,-2,7,6,-6,-9
CC(=O)Nc1ccc(NC(=O)C(C)OC(=O)c2cccs2)cc1 (stereo not drawn),-12,7,13,7,12,2,-17,5
CCN(CC)c1ccc(NC(=O)c2ccccn2)cc1S(=O)(=O)Nc1ccccc1OC,-8,20,11,0,-1,-1,60*,-8
# (more compounds)
SMILES,SENP6 block,Apaf1 inhib,SENP8 block-1,SENP8 block-2,SENP7 inh,SENP1 inh,PfGluPho inh,HKDC1 inhibitor
Cc1cccc(C(=O)NC2C(=O)NNC2c2ccc(Cl)cc2)c1 (stereo not drawn),19,54*,44*,-2,14,1,10,-2
O=C(COC(=O)c1ccc(OC(F)F)cc1)NC(=O)NC1CCCC1,-9,-1,10,1,-5,1,18,-2
CCNCc1cc(Br)c(OCC(=O)Nc2ccccc2)c(OC)c1,-12,10,18,3,0,2,-12,-6
O=C1c2ccccc2C(=O)N1CCCCN(C(=O)c1ccco1)c1ccc(Cl)cc1,5,21,16,-1,3,0,-20,-7
Cn1c(-c2ccc3nc(N)sc3c2)nc2cc(N)ccc21,-1,-3,-319,-5,-2,-69,-1,3
CCCC(OC(=O)CN1C(=O)COc2ccccc21)C(=O)NC1CCCC1 (stereo not drawn),-4,8,14,-3,-11,2,-7,-11
CCCC(=O)Nc1nc2ccc(NC(=O)c3ccccc3F)cc2s1,7,-8,12,-8,4,1,12,-7
C=CCn1c(SCC(=O)Nc2ccc3c(c2)CCC3)nnc1-c1cccs1,-6,26,19,-6,-5,-3,23,0
CCOc1ccccc1C(=O)NCC(=O)NCCCc1ccccc1,-16,3,-1,-1,-4,2,5,0
Cc1cccc(Nc2c([N+](=O)[O-])c(=O)n(C)c3ccccc23)c1,-9,2,-4,-19,-3,-6,4,-6

# Of the compounds above, 12 have an aryl methoxy group.
SMILES,SENP6 block,Apaf1 inhib,SENP8 block-1,SENP8 block-2,SENP7 inh,SENP1 inh,PfGluPho inh,HKDC1 inhibitor
COc1ccc(Cc2nnc(NC(=O)Nc3cccc(OC)c3)s2)cc1,7,3,8,-2,-1,2,-6,-6
COc1cc2ccccc2cc1C(=O)OCC(=O)c1c(N)n(C)c(=O)n(C)c1=O,-6,3,i,-8,2,0,17,2
COc1cc2c(cc1OC)C(C)N(C(C)=O)CC2 (stereo not drawn),-7,-7,6,3,1,0,0,7
COc1ccccc1OCCC(=O)OCC(=O)NCc1ccc(Cl)cc1,7,-5,22,10,-9,1,4,0
COc1nc(SCC(=O)Nc2ccccc2Cl)nc(N(C)C)n1,85*,-18,11,-3,2,0,-12,-5
COc1cc(-c2[nH]ncc2CN2CCSCC2)cc(OC)c1OC,-5,-26,16,2,-3,2,-6,-9
COc1cc(CC(CC(=O)O)CC(C)OCc2ccccc2)cc(OC)c1 (stereo not drawn),-6,12,27,-15,-5,1,-5,-4
COc1ccc(-c2csc(NC(C)c3nc4cc(Cl)c(N5CCCCC5)cc4n3CCCO)n2)cc1 (stereo not drawn),-15,14,-1,-13,4,3,7,3
CCN(CC)S(=O)(=O)c1ccc(N(C)Cc2cccc(OC)c2OC)nc1,15,-1,-28,2,2,-7,6,-4
COc1ccc(C(=O)NC(=S)N(C)Cc2ccccc2)cc1Br,-7,9,7,-5,8,-1,-3,5
CCN(CC)c1ccc(NC(=O)c2ccccn2)cc1S(=O)(=O)Nc1ccccc1OC,-8,20,11,0,-1,-1,60*,-8
CCNCc1cc(Br)c(OCC(=O)Nc2ccccc2)c(OC)c1,-12,10,18,3,0,2,-12,-6

# Compound activity deposited in PubChem by Sanford-Burnham Center for Chemical Genomics.
